TRPML3 ag: human TRPML3 channel agonists, primary screen, cell-based, HEK293 TRPML3-YFP, Fluo-8 calcium fluorescence, 3 µM; Mucolipin-3 (Homo sapiens), Q8TDD5; 100% = the carbachol control signal; activation, % at 3 µM; 0.29% of 220,000 active; AID 1448, 2008;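 active = activation above its plate's cutoff, the mean activation of the plate's test wells plus 3 SD, cut at about 12% in these data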;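 also: 0% = DMSO only wells and 100% = carbachol wells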
Target sequence (Q8TDD5 whole entry, looked up): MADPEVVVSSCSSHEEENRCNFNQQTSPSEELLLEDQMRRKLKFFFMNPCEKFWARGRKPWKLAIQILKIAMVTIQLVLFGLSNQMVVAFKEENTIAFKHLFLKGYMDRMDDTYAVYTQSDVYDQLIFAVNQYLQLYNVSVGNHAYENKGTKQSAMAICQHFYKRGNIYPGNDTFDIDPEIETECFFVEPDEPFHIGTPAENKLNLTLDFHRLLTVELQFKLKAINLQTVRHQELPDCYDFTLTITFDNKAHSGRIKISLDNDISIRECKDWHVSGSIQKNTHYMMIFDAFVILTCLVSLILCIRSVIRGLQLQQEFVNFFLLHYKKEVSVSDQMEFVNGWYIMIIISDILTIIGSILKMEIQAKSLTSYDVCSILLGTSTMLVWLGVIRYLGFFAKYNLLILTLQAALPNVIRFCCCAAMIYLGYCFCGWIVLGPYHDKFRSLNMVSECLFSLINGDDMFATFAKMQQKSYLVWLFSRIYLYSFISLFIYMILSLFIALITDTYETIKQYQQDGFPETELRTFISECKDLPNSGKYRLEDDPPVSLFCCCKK
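Material: HEK293 cells stably carrying human TRPML3-YFP; compound dosing: single dose, 3 µM final nominal compound, 0.3% DMSO final; incubation: 1-h 37 °C dye load, 5-s basal, 120-s post-compound reads; technique: Fluo-8 intracellular calcium fluorescence, excitation 470-495 nm, emission 515-575 nm; read-out basis: percent activation from peak-to-basal fluorescence ratio, scaled between DMSO and carbachol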
NPY1 pot ag: NPY-Y1 receptor potentiators or agonists, primary screen, cell-based. activation, % at 3.6 µM. 0.37% of 220,000 active. NPY-Y1 expressing cells, potentiator/agonist activation. AID 1304, 2008. Neuropeptide Y receptor type 1 (Homo sapiens), P25929; in the data active = activation above about 33%, passing the limit was not always enough;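 also: cells stimulated with NPY at EC10 then isoproterenol at EC100; 0% = low agonist plus stimulus and 100% = saturating agonist plus stimulus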
Target sequence (P25929 whole entry, looked up): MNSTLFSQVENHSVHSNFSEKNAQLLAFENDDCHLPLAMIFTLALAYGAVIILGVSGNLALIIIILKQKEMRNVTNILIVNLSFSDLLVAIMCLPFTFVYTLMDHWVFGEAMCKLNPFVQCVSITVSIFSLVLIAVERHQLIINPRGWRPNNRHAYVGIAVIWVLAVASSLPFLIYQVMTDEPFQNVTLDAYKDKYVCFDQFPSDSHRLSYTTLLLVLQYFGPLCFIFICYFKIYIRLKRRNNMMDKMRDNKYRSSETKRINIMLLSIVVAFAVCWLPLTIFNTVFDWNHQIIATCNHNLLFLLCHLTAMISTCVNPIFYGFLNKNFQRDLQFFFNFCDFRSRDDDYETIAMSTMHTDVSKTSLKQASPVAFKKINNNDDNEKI
CHOP inh: inhibitors of CHOP promoter induction, primary screen, cell-based, unfolded protein response, luciferase reporter; CHO-K1 CHOP-promoter luciferase, tunicamycin-induced, 15-18 h; inhibition, % at 10 µM; 3.8% of 220,000 active; AID 2732, 2010;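 active = compounds that reduced the stress-induced luciferase reporter signal by more than about 70% of percent inhibition, limit read from the data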;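 also: 0% = tunicamycin plus vehicle and 100% = wells without tunicamycin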
14-3-3 Bad PPI: inhibitors of 14-3-3 zeta/Bad binding, primary screen, biochemical, TR-FRET, bovine 14-3-3 zeta. 0.71% of 220,000 active. inhibition, % at 21.7 µM. TR-FRET 14-3-3zeta/Dy647-pBad peptide displacement, 1 h;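 active = inhibition above about 70%, limit read from the data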;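 also: 0% = full 14-3-3 plus peptide FRET controls and 100% = background without 14-3-3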
TRPN1 ag: zebrafish TRPN1 channel agonists, primary screen, cell-based, HEK293, calcium fluorescence | 0.18% of 220,000 active | HEK293 zebrafish TRPN1-YFP, Fluo-8 calcium fluorescence; 100% = response to 87 µM carbachol | transient receptor potential cation channel N1 (TRPN1/NompC), Danio rerio | activation, % at 3 µM;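 active = activation above its plate's cutoff, the mean activation of test wells on that plate plus 3 SD, cut at about 19% in these data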;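 also: 0% = DMSO alone and 100% = 87 µM carbachol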
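System: zebrafish TRPN1-YFP in HEK293 cells / Dosing: 3 µM single point / Timing: dye loading 1 h at 37 °C, then 30 min room temperature / Signal: Fluo-8 calcium fluorescence, excitation 470-495 nm, emission 515-575 nm / Read-out basis: percent activation from peak over basal fluorescence ratio, control-normalized / Control set: high carbachol 87 µM, low DMSO alone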
EP2 mod: EP2 receptor modulators, cAMP readout, primary screen, cell-based, HTRF cAMP, PGE2 stimulation. EP2-expressing cells, cAMP HTRF FRET, PGE2 co-stimulation. 0.83% of 260,000 active. AID 940, 2007. Prostaglandin E2 receptor EP2 subtype (Homo sapiens), P43116. induction, % at 25 µM;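 active = compounds whose cAMP rise, as percent of the full-agonist control response, exceeds 60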;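 also: rat C6 glioma line stably carrying human EP2 under a CMV promoter; the protocol text gives 20 µM as final concentration; 100% = response of wells given 1 µM PGE2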
PPC-1+TRAIL kill: compounds killing PPC-1 cancer cells with TRAIL present, primary screen, TRAIL potentiator project, ATPLite luminescence, uHTS; PPC-1 cells + TRAIL, ATPLite viability luminescence; cell killing (% activity), % at 4 µM; 0.41% of 220,000 active; AID 1443, 2008;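 active = cell killing above 50% in the first pass at 4 µM, then a duplicate retest at 5 µM averaging 50% or more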;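 also: plate controls were cells with TRAIL plus DMSO for no effect and medium-only wells lacking cells for full effect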
EP2 antag: human EP2 receptor antagonists, primary screen, TR-FRET cAMP, C6 glioma cells | Prostaglandin E2 receptor EP2 subtype (Homo sapiens), P43116 | C6 glioma cells expressing human EP2; cells stimulated with saturating PGE2 | inhibition, % at 25 µM | 0.52% of 260,000 active;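 active = percent inhibition above 40 after rounding to a whole number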;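 also: rat C6 glioma host cells with rolipram phosphodiesterase inhibitor present; the protocol text gives 20 µM as final concentration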
NPY-Y1 antag: NPY-Y1 receptor antagonists, primary screen, cell-based. HEK293-CNG Y1 cells, membrane potential fluorescence; NPY at EC95, then isoproterenol. Neuropeptide Y receptor type 1 (Homo sapiens), P25929. AID 1040, 2008. inhibition, % at 3.6 µM. 1% of 200,000 active;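 active = inhibition above the campaign mean inhibition of all tested compounds plus 3 SD, cut at about 20% in these data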;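 also: 0% = DMSO wells given NPY plus isoproterenol and 100% = isoproterenol alone without NPY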
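Test system: HEK293 cells co-expressing NPY Y1 receptor and cyclic-nucleotide gated channel; Also added: NPY (25 nM), isoproterenol (1 µM), Ro 20-1724 (25 µM); Compound dosing: one concentration, 3.6 µM, in 0.4% DMSO; Timing: dye 3 h, compound 60 min room temperature, stimulation 45 min; Technique: Membrane-potential fluorescent dye readout.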
Numbers without * were called inactive; nt = no result given; & = joins results of further samples; [ ] = another dose, or the depositor's remark. Only part of the results is shown (hit frequency here may not be typical).

The line under a structure holds: TRPML3 ag	NPY1 pot ag	CHOP inh	14-3-3 Bad PPI	TRPN1 ag	EP2 mod	PPC-1+TRAIL kill	EP2 antag	NPY-Y1 antag
> OCCNCCSc1ccc(Cl)cc1
  0.0	-11	24	20	-0.2	-2	29	5	9
> CCCCN(CC)C(=O)Cc1cn(C)c2ccccc12
  -0.3	-10	30	0	-1.8	7	23	13	8
> O=C(CCn1c(=S)oc2ccccc21)N1CCN(c2ccc(F)cc2)CC1
  1.1	4	42	1	-0.3	-61	20	9	nt
> CCC(=O)Nc1ccc(Br)c(Cl)c1
  1.0	5	26	-8	3.1	0	-1	nt	-7
> COc1cccc(CNC(=O)CCC2CCCN(C(=O)c3ccc(C)nc3)C2)c1 (configuration not stated)
  -0.6	3	-6	-12	-0.4	19	-1	12	3
> CC(C)OCC(O)CN1CCNCC1 (configuration not stated)
  1.2	10	-9	60	0.9	19	5	9	0
> Cc1ccc2cc(C#N)c(NCCNC(=S)NCCCN(C)C)nc2c1C
  0.1	-13	-14	-9	-1.6	-50	15	3	8
> COc1cccc2cc(-c3ccccc3)c(=O)oc12
  0.3	9	31	-6	-2.4	30	25	6	2
> O=c1cc(C(F)(F)F)nc(-c2cccnc2)[nH]1
  1.1	0	-32	6	1.1	-8	0	8	-4
> COc1cccc2cc(S(=O)(=O)c3ccccc3)c(=Nc3ccc4c(c3)OCCO4)oc12
  0.9	5	25	-15[fluorescence artefact?]	0.1	38	19	11	1
> O=C(Nc1ccc2c(c1)OCCO2)C1CCCN1S(=O)(=O)c1ccc(Cl)cc1 (configuration not stated)
  0.3	6	39	5	-1.1	-9	36	0	2
> COc1ccc(OC)c(S(=O)(=O)Nc2ccc(Oc3ccccc3)cc2)c1
  -0.7	-7	61	-3	-0.4	5	1	6	4
> NS(=O)(=O)c1ccc(NC(=O)C(=O)NCCC(=O)O)cc1
  0.1	-2	-5	1	-0.7	3	7	4	nt
> COc1cc(N=C(N)N=C(N)N)cc(OC)c1
  0.9	7	-10	0	0.5	-11	-12	9	-2
> Cc1ccc(C(=O)O/N=C2/CC3CCC2(C)[C@@]3(C)CBr)cc1 (some centres not stated)
  0.2	0	6	3	-2.4	-21	7	10	nt
> Cc1ccc(CSCC(=O)NCc2cccnc2)cc1
  0.6	-4	13	4	1.6	6	-9	2	-3
> NC(=O)CSc1nnc(-c2ccncc2)n1CCc1ccccc1
  0.2	-3	-4	-8	1.2	-19	12	7	-2
> CC(C)C(=O)NC(CC(=O)O)c1ccccc1 (configuration not stated)
  0.2	4	11	2	0.3	1	18	10	nt
> O=C(NCc1ccccn1)C1CCN(S(=O)(=O)c2cnc[nH]2)CC1
  0.9	-7	-14	7	1.3	-3	31	nt	5
> COc1ccc(N(C)S(=O)(=O)c2cccc(C(=O)NC3CCCCC3C)c2)cc1 (configuration not stated)
  -1.0	33	20	-3	-3.0	-4	13	4	24*
> c1ccc(-c2nnc3sc(-c4cc5ccccc5o4)nn23)cc1
  -0.4	-11	32	-4	0.2	54	16	0	15
> COc1ccc(NC(=O)C2CCCN(S(=O)(=O)c3cccc4nonc34)C2)cc1OC (configuration not stated)
  0.4	4	17	-12	-1.0	-13	21	10	2
> COc1ccc(/C=N/n2cncn2)cc1Cn1cc([N+](=O)[O-])cn1
  0.3	4	5	6	1.2	21	6	12	nt
> O=C(O)C1SCCN1S(=O)(=O)c1ccc(N=NN2CCOCC2)cc1 (configuration not stated)
  -0.5	-3	-6	9	0.4	-18	20	3	7
> CC(C)Oc1ccc(C(CC(=O)O)NC(=O)C(Sc2ccccc2)c2ccccc2)cc1 (configuration not stated)
  0.6	-1	-6	-5	2.1	29	1	3	3
> Cc1cc(C)n(CCCO)c(=O)c1C#N
  0.6	-23	24	-3	0.1	15	20	8	1
> CCN(CC)S(=O)(=O)c1ccc(N2CCOCC2)c(NC(=O)CCC2CCCCC2)c1
  0.4	-23	17	2	0.5	8	6	5	10
> CO/N=C/c1ccc(OC)c(Oc2nc(OC)cc(OC)n2)c1
  -2.0	4	-7	0	-3.1	10	-6	4	10
> COc1cc(C2C(C#N)=C(N)OC3=C2C(=O)CCC3)cc(OC)c1OC(=O)N1CCOCC1 (configuration not stated)
  0.6	-5	1	1	0.9	26	-1	15	-3
> CN(C)CCNc1cnn(-c2ccccc2)c(=O)c1Cl
  0.1	8	-10	1	-0.3	-23&-19	-5	6&14	2
> CC(=O)c1c(C)[nH]c(C(=O)OCC(=O)Nc2ncc(Cl)c(C)c2Cl)c1C
  1.2	10	4	0	1.5	-4	6	10	0
> COc1cc2cc(CN(CCN3CCCC3)C(=O)Nc3ccc(F)cc3)c(=O)[nH]c2cc1OC
  -0.4	-5	-2	nt	-0.6	-6&21	8	15	-4
> Oc1ccc(-c2onc3ccc(Cl)cc23)cc1
  0.2	0	-19	-20[fluorescence artefact?]	-0.4	5	-5	19	-2
> COc1cc(OC)cc(C(=O)NCCSc2c[nH]c3ccccc23)c1
  -0.8	9	35	-4	-2.9	-47	29	7	nt
> Cc1ccc(Cn2nnc3c(=O)n(CC(=O)N4CCN(c5ccccc5)CC4)cnc32)cc1
  1.3	-35	25	-7[fluorescence artefact?]	1.9	8	11	1	3
> Cc1cccc(C)c1N1C(=O)c2cccc([N+](=O)[O-])c2C1=O
  0.5	-3	-31	19	-0.7	-5	20	2	2
> CCC(C)(C)NC(=O)C(c1ccc(F)cc1)N(Cc1ccco1)C(=O)CCC(=O)Nc1ccccn1 (configuration not stated)
  0.8	6	8	-24[fluorescence artefact?]	-0.8	28	24	17	3
> O=C(/C=C/c1ccccc1)NNC1=NS(=O)(=O)c2ccccc21
  0.2	16	-19	0	-0.4	-5&19	19	8&8	-3
> CS(=O)(=O)c1ccc(Cl)c(NC(=O)COC(=O)c2ccc(F)cc2Cl)c1
  0.1	-15	14	7	-1.0	-35	4	16	8
> Cc1c(NC(=O)C2CCCCN2S(=O)(=O)c2ccc(Cl)cc2)c(=O)n(-c2ccccc2)n1C (configuration not stated)
  0.2	2	16	5	-0.2	10	24	7	2
> CC(C)OCCCNc1ncc2c(n1)CC(c1cccs1)CC2=O (configuration not stated)
  0.1	-9	19	-1	-0.6	-13	-12	4	6
> CN(C)S(=O)(=O)c1cccc(NC(=O)COC(=O)/C=C/c2ccc3c(c2)OCO3)c1
  2.5	-10	-16	4	4.8	-47	16	6	3
> Cn1c(=O)c2c(SCC(=O)N3CCN(c4ccccc4)CC3)nc(C3CC3)nc2n(C)c1=O
  0.4	6	33	-5	-0.2	-15	19	13	4
> COc1ccc(NC(=O)c2onc(C)c2Cl)cc1
  1.1	10	-18	0	0.6	-11	3	3	nt
> CCOC(=O)c1ccc(-n2c(CN3CCC(C(N)=O)CC3)nc3ccc([N+](=O)[O-])cc3c2=O)cc1
  0.6	0	-1	0	-0.9	13	15	8	-7
> Oc1ccc(Nc2nc(-c3cccs3)cs2)cc1
  0.5	11	-15	8[fluorescence artefact?]	0.9	8	16	8	3
> CCn1c(COc2ccc(Cl)cc2)nnc1SCc1ccc(C#N)cc1
  0.0	1	39	7	1.8	-6	21	10	4
> COc1cccc(-c2csc(N3CCN(C(=O)Nc4ccccc4Cl)CC3)n2)c1
  0.0	-8	8	-6	0.3	-13	2	17	2
> CCn1c(=O)cc(NC2=NCC(C)CN2c2cccc(Cl)c2)n(C)c1=O (configuration not stated)
  0.1	4	55	7[fluorescence artefact?]	-1.9	15	-2	1	2
> CCOC(=O)C1=NN(c2ccccc2C)C2=NC(C)=C(C(=O)OC)C(c3cccs3)N12 (configuration not stated)
  -1.1	-26	11	-19	-2.7	56	7	5	8
> Cc1cccc(NC(=S)N2CCC(O)CC2)c1C
  0.5	-2	-4	-5	0.9	3	-7	6	0
> CCC(C)NC(=O)c1cc(Cl)ccc1OC (configuration not stated)
  0.5	-7	22	-6	-1.8	14	13	16	3
> Cc1oc(/N=C/c2ccccc2O)c(C#N)c1C
  0.5	-9	27	-7	1.0	3	28	13	-2
> CCn1c(=O)cc(SCC(=O)N2CCC(C)CC2)c2ccccc21
  -1.3	4	-14	12	0.9	3	6	8	2
> Cc1ccccc1C(=O)NCCc1nnc(SCC(=O)Nc2nc(-c3ccccc3)cs2)n1C
  -0.6	6	17	-1	1.1	-50	19	16	3
> OC(COC(c1ccc(Cl)cc1)c1ccc(Cl)cc1)CN1CCN(c2ccccn2)CC1 (configuration not stated)
  0.0	-27	91*	23[fluorescence artefact?]	-0.8	34	21	6	9
> Cc1nn(CC(=O)NCc2ccc(C(=O)O)cc2)c(C)c1[N+](=O)[O-]
  0.9	-1	-4	-1	-0.3	6	20	7	12
> O=C(Cc1ccccc1)NCCc1cccc(Cl)c1
  -1.4	8	9	9[fluorescence artefact?]	-1.2	10	-6	4	4
> Cc1occc1C(=O)N/N=C/c1ccc(OCc2ccccc2)cc1
  -0.8	-3	71*	-2	0.3	-7	2	8	nt
> Oc1c(N=Nc2ccccn2)ccc2ccccc12
  -0.4	35	80*	-15[fluorescence artefact?]	-2.3	-7	82*[5 µM]	4	-14

Carrying on.
The line under a structure holds: TRPML3 ag	NPY1 pot ag	CHOP inh	14-3-3 Bad PPI	TRPN1 ag	EP2 mod	PPC-1+TRAIL kill	EP2 antag	NPY-Y1 antag
> CCOC(=O)N1CCN(c2cc(=O)n(C)c(=O)n2C)CC1
  -0.5	-5	-7	2	-0.1	-5	20	2	nt
> COC(=O)c1ccc(C(=O)OC)c(NC(=O)CN2CCN(c3ccc(OC)cc3)CC2)c1
  1.3	18	17	5	1.3	-3	0	13	5
> O=C1c2cccc3cccc(c23)N1Cc1ccc(F)cc1
  -0.2	-14	55	-7	-1.8	52	4	6	-8
> Cc1ccc(NC(=O)CSc2nc3ccccc3c3nc(CCc4c(C)n[nH]c4C)nn23)cc1F
  -0.6	-10	108*	50[fluorescence artefact?]	0.7	14	21	7	0

Source: PubChem BioAssay (several laboratories)
